# NPY-Y2 PAM-ag: potentiators or agonists of human neuropeptide Y receptor Y2. cells expressing NPY-Y2, potentiator/agonist read-out. activation, % at 3.6 µM. 220,000 compounds, 0.45% hits; in the data active = activation above about 27%;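 also: cells stimulated with NPY near EC25 plus isoproterenol at EC100; 0% = vehicle plus submaximal agonist and 100% = vehicle plus saturating agonist; some results beyond the cut were filed as inactive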
# Wee1 degr inh: blocks degradation of human Wee1 kinase; HeLa Luc-Wee1K328M stability, luciferase luminescence; 100% = proteasome inhibitor MG132 effect; 220,000 compounds, 1.2% hits; AID 1321; reporter increase, % at 5 µM; P30291;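 active = activation above the mean of all tested compounds plus 3 SD, set per screening run, cut at about 8.8% in these data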;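 also: cells exposed to compound for 20 h before luminescence read; 0% = DMSO alone and 100% = MG132 at 30 µM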
# BaF3 tox: parental Ba/F3 viability inhibition as JAK2V617F counter-screen | CellTiter-Glo ATP luminescence | inhibition, % at 5.6 µM | 220,000 compounds, 1.1% hits | AID 1486;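 active = inhibition above a per-campaign cutoff, the mean inhibition of all tested compounds plus 3 SD, cut at about 27% in these data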;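 also: 0% = DMSO wells and 100% = JAK Inhibitor I control wells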
# eIF4E-4G inh: eIF4E/eIF4G interaction inhibition in translation initiation; P63073+Q04637; TR-FRET eIF4E-eIF4GI(517-606) binding, 2 h; inhibition, % at 21.7 µM; 220,000 compounds, 0.37% hits;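 active = inhibition above about 30%, limit read from the data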;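 also: 0% = full FRET control wells and 100% = background wells lacking eIF4GI fragment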
# Target sequence (P63073 whole entry, looked up, the tested form may be a part): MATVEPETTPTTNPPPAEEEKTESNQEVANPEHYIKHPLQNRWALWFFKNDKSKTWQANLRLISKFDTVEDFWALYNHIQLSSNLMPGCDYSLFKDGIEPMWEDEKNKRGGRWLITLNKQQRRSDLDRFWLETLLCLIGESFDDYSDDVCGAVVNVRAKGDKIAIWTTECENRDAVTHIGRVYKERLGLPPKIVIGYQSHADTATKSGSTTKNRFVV
# Target sequence (Q04637 whole entry, looked up, the tested form may be a part): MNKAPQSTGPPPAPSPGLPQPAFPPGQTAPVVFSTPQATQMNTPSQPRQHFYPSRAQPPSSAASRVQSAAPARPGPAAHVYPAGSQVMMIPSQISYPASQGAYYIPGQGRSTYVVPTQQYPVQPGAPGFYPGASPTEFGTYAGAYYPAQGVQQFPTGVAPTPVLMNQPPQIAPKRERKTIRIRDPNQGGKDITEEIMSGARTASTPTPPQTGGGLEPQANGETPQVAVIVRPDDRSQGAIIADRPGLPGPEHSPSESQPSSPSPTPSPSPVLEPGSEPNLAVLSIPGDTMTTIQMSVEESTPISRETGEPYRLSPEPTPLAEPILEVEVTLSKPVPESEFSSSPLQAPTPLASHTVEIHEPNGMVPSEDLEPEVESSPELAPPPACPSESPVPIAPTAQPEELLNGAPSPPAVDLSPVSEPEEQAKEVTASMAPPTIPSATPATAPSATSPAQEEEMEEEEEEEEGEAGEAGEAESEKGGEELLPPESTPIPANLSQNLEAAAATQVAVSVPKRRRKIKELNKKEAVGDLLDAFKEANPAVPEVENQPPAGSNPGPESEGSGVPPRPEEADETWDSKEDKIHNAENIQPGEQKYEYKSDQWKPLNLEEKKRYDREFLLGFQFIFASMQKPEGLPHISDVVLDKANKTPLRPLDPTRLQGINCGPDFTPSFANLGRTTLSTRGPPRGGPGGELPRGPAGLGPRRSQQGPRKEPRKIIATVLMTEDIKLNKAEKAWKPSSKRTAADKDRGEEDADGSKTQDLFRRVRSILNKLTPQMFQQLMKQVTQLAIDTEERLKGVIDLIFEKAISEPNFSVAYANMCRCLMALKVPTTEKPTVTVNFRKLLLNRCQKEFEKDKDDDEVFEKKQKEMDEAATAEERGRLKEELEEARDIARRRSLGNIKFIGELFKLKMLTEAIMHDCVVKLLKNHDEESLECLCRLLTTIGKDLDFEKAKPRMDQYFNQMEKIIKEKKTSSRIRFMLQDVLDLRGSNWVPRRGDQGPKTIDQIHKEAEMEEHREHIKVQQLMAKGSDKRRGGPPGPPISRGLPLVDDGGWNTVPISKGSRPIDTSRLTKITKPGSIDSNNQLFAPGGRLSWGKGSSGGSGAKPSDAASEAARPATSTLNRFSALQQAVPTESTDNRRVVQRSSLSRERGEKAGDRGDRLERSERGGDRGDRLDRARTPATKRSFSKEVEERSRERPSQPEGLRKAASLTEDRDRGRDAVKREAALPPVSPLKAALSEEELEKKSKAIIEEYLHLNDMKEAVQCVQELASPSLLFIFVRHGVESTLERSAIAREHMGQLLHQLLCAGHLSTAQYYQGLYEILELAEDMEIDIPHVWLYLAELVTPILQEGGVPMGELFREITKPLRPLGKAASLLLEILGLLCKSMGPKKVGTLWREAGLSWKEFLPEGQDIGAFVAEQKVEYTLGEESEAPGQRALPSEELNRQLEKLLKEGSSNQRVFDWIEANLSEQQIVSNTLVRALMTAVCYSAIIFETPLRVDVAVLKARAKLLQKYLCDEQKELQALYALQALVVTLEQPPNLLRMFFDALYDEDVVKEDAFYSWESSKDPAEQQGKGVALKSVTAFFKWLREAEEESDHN
# PERK inh: human PERK inhibition, primary cell-based screen; Q9NZJ5; 220,000 compounds, 0.17% hits; CHO PERK-DD fusion, SEAP luminescence translation reporter; inhibition, % at 5.6 µM;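 active = inhibition above the mean inhibition of all tested compounds plus 3 SD, set separately per screening campaign, cut at about 2.9% in these data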;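 also: PERK kinase domain activated by AP20187 dimerizer at 100 nM; 0% = DMSO with dimerizer and 100% = rapamycin at 8.4 µM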
# S1P4 agonist: agonists of human S1P4 receptor; O95977; S1P4-expressing cell line, agonist reporter assay; activation, % at 4.98 µM; 220,000 compounds, 0.35% hits; in the data active = activation above about 11%;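 also: 0% = DMSO vehicle and 100% = reference agonist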
# S1P4 antagonist: human S1P4 receptor antagonism. S1P4-expressing cells, antagonist mode, reporter read-out. inhibition, % at 4.98 µM. 220,000 compounds, 0.26% hits; in the data active = inhibition above about 29%;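 also: 0% = wells stimulated with agonist and 100% = vehicle wells without agonist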
# MDM2 E3 inh: blocks human Mdm2 ubiquitin ligase activity | 210,000 compounds, 0.11% hits | signal enhancement, % at 5 µM | cell-based MDM2 ubiquitination luciferase reporter, 2 h; 0 = plate control, 100 = twice control, blank-subtracted | Q00987;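 active = signal enhancement of 30% or more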;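 also: luminescence tracks abundance of the self-degrading MDM2-luciferase fusion protein; higher signal means inhibition of MDM2 E3 ligase activity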
#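 Material: stable MDM2–luciferase fusion reporter cells / Quantity: 2000 cells/well / Dosing: single 5 µM compound dose, 0.2% final DMSO / Buffer or medium: DMEM / Schedule: 4 h cell settling then 2 h compound exposure, 37 °C / Detection: luminescence with SteadyLite reagent, 15 min at room temperature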
# Ba/F3 V617F tox: lowers viability of Ba/F3 cells expressing EpoR and JAK2V617F. 220,000 compounds, 1.1% hits. inhibition, % at 5.6 µM. ATP luminescence;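 active = inhibition above the campaign mean plus 3 SD over all tested compounds, cut at about 24% in these data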;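 also: cytokine-independent growth of Ba/F3 cells driven by EpoR plus mutant JAK2; 0% = DMSO-treated cells and 100% = JAK inhibitor I control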
# Active calls of the source: *; . = no result given; [ ] = dose if it differs, or a comment.
[1] O=c1c2ccccc2nc(-c2ccco2)n1/N=C/c1ccccc1O
[2] CCCN(CCC)S(=O)(=O)c1ccc(NS(C)(=O)=O)cc1
[3] O=S(=O)(NCc1ccc(Cl)cc1)c1ccc(Cl)nc1
[4] CC(=O)N1CCc2ccccc2C1CC(=O)O (stereo not drawn)
[5] CCOc1cc(C(=O)NC(C)Cc2cccs2)cc(OCC)c1OCC (stereo not drawn)
[6] CCOC(=O)c1cc2c(ccn2C)n1CC(=O)N1CCC(C)CC1
[7] Cc1ccc(C(=O)N2CCN(S(=O)(=O)c3ccccc3)CC2)cc1
[8] c1ccc(CSc2n[nH]c(-c3ccco3)n2)cc1
compound no.,1,2,3,4,5,6,7,8
NPY-Y2 PAM-ag,-12,18,-7,1,0,-24,15,10
Wee1 degr inh,2,4,3,0,-2,2,4,6
BaF3 tox,1,3,2,5,1,0,3,3
eIF4E-4G inh,0,-2,2,2,-1,-6,1,10
PERK inh,0.2,1.0,0.9,0.2,1.1,0.0,0.9,0.8
S1P4 agonist,5.8,0.2,0.3,-2.3,1.2,-0.2,0.6,-0.3
S1P4 antagonist,-18,-18,-14,-2,1,-2,-5,-5
MDM2 E3 inh,-3,-8,-11,-41,0,-9,-3,-15
Ba/F3 V617F tox,3,0,3,4,5,3,-1,-3

[9] COc1ccc(-c2cc(C(=O)NCC3CCCO3)c3cc(C)ccc3n2)cc1 (stereo not drawn)
[10] Cc1cccc(N2C(=O)C3C4CC(C(Br)C4Br)C3C2=O)n1 (stereo not drawn)
[11] CCOc1ccc(C(=O)Nc2c(C(N)=O)oc3ccccc23)cc1
[12] O=C(c1ccccc1)N1CCCC(c2nc3c(nnn3Cc3ccccc3)c(=O)[nH]2)C1 (stereo not drawn)
[13] O=C(COc1ccccc1)NCC(=O)Nc1cccc2ccccc12
[14] C=CCn1cc(/C=N/Nc2nc3ccccc3[nH]2)c2ccccc21
[15] Cn1c(SCC(=O)NCC2CCCO2)nnc1-c1ccc(S(=O)(=O)N2CCCC2)cc1 (stereo not drawn)
[16] COc1cccc(CN2CCNC(=O)C2CC(=O)NCc2cn3ccc(C)cc3n2)c1OC (stereo not drawn)
compound no.,9,10,11,12,13,14,15,16
NPY-Y2 PAM-ag,-3,-1,17,-13,0,47*,15,0
Wee1 degr inh,0,-1,4,0,0,0,3,-1
BaF3 tox,3,2,7,5,2,3,6,0
eIF4E-4G inh,2,7[fluorescence artefact?],2,4,-1[fluorescence artefact?],-7,6[fluorescence artefact?],-2
PERK inh,-0.1,0.9,-0.6,-0.5,0.0,-1.2,0.2,0.7
S1P4 agonist,-0.4,-0.5,8.1,-0.6,0.4,0.8,1.4,1.1
S1P4 antagonist,-7,-9,-20,15,-13,0,2,-22
MDM2 E3 inh,-9,-16,6,-5,-16,-3,1,-8
Ba/F3 V617F tox,0,-2,1,2,-4,1,4,0

[17] c1ccc(-c2nnnc3ccccc23)cc1
[18] Cc1ccc(C)c(NC(=O)/C(C#N)=C/c2cn(CC(=O)NCc3ccco3)c3ccccc23)c1
[19] Cc1cccc(CN2C(=O)N/C(=C/c3cc(C)n(-c4cc(C)ccn4)c3C)C2=O)c1
[20] COc1ccc(/C=N/NC(=O)c2cccc([N+](=O)[O-])c2)cc1OC(=O)c1ccccc1
[21] Cc1nnc2ccc(-c3cccc(NC(=O)c4ccc(Br)o4)c3)nn12
[22] O=C(CN1C(=O)CSc2ccc(S(=O)(=O)N3CCCCC3)cc21)NCc1cccnc1
[23] Cc1cc(=O)oc(C)c1C(=O)NNC(=O)C1(C)CC1Br (stereo not drawn)
[24] COc1ccc2c(c1)C(=O)N(c1ccccc1)C(=O)C2
compound no.,17,18,19,20,21,22,23,24
NPY-Y2 PAM-ag,-12,11,10,1,3,10,13,-9
Wee1 degr inh,-3,-2,2,0,-1,-2,1,2
BaF3 tox,0,4,4,1,-3,2,-5,6
eIF4E-4G inh,1,0,6,-1,-1,1,-2,-2
PERK inh,0.2,-0.2,-1.9,0.0,-0.5,0.1,0.3,2.5
S1P4 agonist,0.6,0.0,1.5,-1.2,-1.0,0.9,0.3,0.7
S1P4 antagonist,-16,-18,-12,0,-6,-9,-1,15
MDM2 E3 inh,-6,-7,-16,-9,-14,4,-6,-31
Ba/F3 V617F tox,0,6,-3,-5,-3,-3,-3,1

[25] CC(C)Cn1ccc(=O)n(CC(C)C)c1=O
[26] COc1ccc(CC2SC(=Nc3ccc(F)cc3)NC2=O)cc1 (stereo not drawn)
[27] COc1ccccc1OC(=O)CCN1c2ccccc2Sc2ccccc21
[28] Cn1c(=O)c(-c2cc(Br)ccc2N)nc2ccccc21
[29] CC1(C)CC(=O)C(C=Nc2ccccc2C(=O)O)=C(O)C1
[30] COc1cccc(C2c3[nH]c4ccccc4c3CCN2Cc2cccn2-c2ncccn2)c1 (stereo not drawn)
[31] CNC(=O)COC(=O)/C=C/c1c(C)nn(-c2ccccc2)c1C
[32] O=S(=O)(NCCCc1ccccc1)c1ccccc1
compound no.,25,26,27,28,29,30,31,32
NPY-Y2 PAM-ag,7,-2,15,-4,-2,-9,-15,-7
Wee1 degr inh,1,-2,2,2,2,0,-4,0
BaF3 tox,0,5,1,46*,7,2,2,2
eIF4E-4G inh,-4,-2,20,-13,8[fluorescence artefact?],-4,3,-3[fluorescence artefact?]
PERK inh,1.5,1.3,0.3,-1.1,2.2,-0.3,0.2,-0.3
S1P4 agonist,-0.8,1.8,1.3,-0.8,-1.1,0.8,1.8,1.6
S1P4 antagonist,-3,3,3,0,7,0,1,-11
MDM2 E3 inh,-9,6,-1,-18,-6,-4,-6,-9
Ba/F3 V617F tox,-4,2,-3,40*,8,-4,-1,-2

[33] O=C(c1ccc2c(c1)OCCCO2)N1CCCCC1
[34] O=C(Nc1ccccc1Br)C1CC(=O)N(c2ccc3c4c(cccc24)CC3)C1 (stereo not drawn)
[35] O=C(Cc1ccccc1F)Nc1ccccc1-c1ccccc1
[36] Cc1ccc(-c2noc(CN(C(=O)c3cccc(Br)c3)C(C)C)n2)cc1
[37] CCOc1ccccc1N(CC(=O)NCCOC)C(=O)CCC(=O)Nc1ccccn1
[38] O=C(N/N=C/c1ccc2c(c1)OCO2)/C(=C/c1ccc2c(c1)OCO2)NC(=O)c1ccccc1
[39] Cc1ccccc1C(=O)Oc1cc(N)n(S(=O)(=O)c2ccccc2)n1
[40] CC(C(=O)Nc1ccc2c(c1)OCCO2)N(C)Cc1c(F)cccc1Cl (stereo not drawn)
compound no.,33,34,35,36,37,38,39,40
NPY-Y2 PAM-ag,3,-11,-14,-26,1,-13,3,-22
Wee1 degr inh,4,-1,-1,-1,0,7,-1,0
BaF3 tox,-2,2,3,7,-1,3,-2,6
eIF4E-4G inh,5,-1,0,-2,3,.,-3,-3
PERK inh,0.6,-0.3,0.7,-0.7,0.5,-0.4,0.5,-0.1
S1P4 agonist,-0.8,0.9,1.0,0.4,0.3,-1.4,0.7,-0.3
S1P4 antagonist,-6,0,-1,-54,0,1,5,-2
MDM2 E3 inh,-14,3,-1,-6,-16,-16,2,2
Ba/F3 V617F tox,-1,-2,0,2,0,-2,-4,5

# An excerpt of these results, tab-delimited.
cpd	SMILES	NPY-Y2 PAM-ag	Wee1 degr inh	BaF3 tox	eIF4E-4G inh	PERK inh	S1P4 agonist	S1P4 antagonist	MDM2 E3 inh	Ba/F3 V617F tox
1	O=c1c2ccccc2nc(-c2ccco2)n1/N=C/c1ccccc1O	-12	2	1	0	0.2	5.8	-18	-3	3
2	CCCN(CCC)S(=O)(=O)c1ccc(NS(C)(=O)=O)cc1	18	4	3	-2	1.0	0.2	-18	-8	0
3	O=S(=O)(NCc1ccc(Cl)cc1)c1ccc(Cl)nc1	-7	3	2	2	0.9	0.3	-14	-11	3
4	CC(=O)N1CCc2ccccc2C1CC(=O)O (stereo not drawn)	1	0	5	2	0.2	-2.3	-2	-41	4
5	CCOc1cc(C(=O)NC(C)Cc2cccs2)cc(OCC)c1OCC (stereo not drawn)	0	-2	1	-1	1.1	1.2	1	0	5
6	CCOC(=O)c1cc2c(ccn2C)n1CC(=O)N1CCC(C)CC1	-24	2	0	-6	0.0	-0.2	-2	-9	3
7	Cc1ccc(C(=O)N2CCN(S(=O)(=O)c3ccccc3)CC2)cc1	15	4	3	1	0.9	0.6	-5	-3	-1
8	c1ccc(CSc2n[nH]c(-c3ccco3)n2)cc1	10	6	3	10	0.8	-0.3	-5	-15	-3
9	COc1ccc(-c2cc(C(=O)NCC3CCCO3)c3cc(C)ccc3n2)cc1 (stereo not drawn)	-3	0	3	2	-0.1	-0.4	-7	-9	0
10	Cc1cccc(N2C(=O)C3C4CC(C(Br)C4Br)C3C2=O)n1 (stereo not drawn)	-1	-1	2	7[fluorescence artefact?]	0.9	-0.5	-9	-16	-2
11	CCOc1ccc(C(=O)Nc2c(C(N)=O)oc3ccccc23)cc1	17	4	7	2	-0.6	8.1	-20	6	1
12	O=C(c1ccccc1)N1CCCC(c2nc3c(nnn3Cc3ccccc3)c(=O)[nH]2)C1 (stereo not drawn)	-13	0	5	4	-0.5	-0.6	15	-5	2
13	O=C(COc1ccccc1)NCC(=O)Nc1cccc2ccccc12	0	0	2	-1[fluorescence artefact?]	0.0	0.4	-13	-16	-4
14	C=CCn1cc(/C=N/Nc2nc3ccccc3[nH]2)c2ccccc21	47*	0	3	-7	-1.2	0.8	0	-3	1
15	Cn1c(SCC(=O)NCC2CCCO2)nnc1-c1ccc(S(=O)(=O)N2CCCC2)cc1 (stereo not drawn)	15	3	6	6[fluorescence artefact?]	0.2	1.4	2	1	4
16	COc1cccc(CN2CCNC(=O)C2CC(=O)NCc2cn3ccc(C)cc3n2)c1OC (stereo not drawn)	0	-1	0	-2	0.7	1.1	-22	-8	0

# The list continues.
[41] COc1ccccc1Nc1nc(N)nc(CN2CCOCC2)n1
[42] COc1cc(CCN2C(=O)N[C@@H](c3cccc(C(F)(F)F)c3)C(C(C)=O)=C2C)cc(OC)c1OC
[43] COc1cc(/C=C(\C#N)c2nc3ccccc3[nH]2)cc(Br)c1OCc1ccccc1
[44] Oc1[nH]c2ccc(Br)cc2c1N=Nc1ccc(C(F)(F)F)cn1
[45] COc1ccccc1CN1CC(C(=O)NCc2cccnc2)CC1=O (stereo not drawn)
[46] CCNc1nc(C)c2cc(Br)c(=O)n(CC)c2n1
[47] O=C(N/N=C/c1ccccc1OC(=O)c1ccc2c(c1)OCO2)c1cccc(F)c1
[48] COc1ccc(N2CCc3c(C)nc4c(OC)cccc4c32)cc1
compound no.,41,42,43,44,45,46,47,48
NPY-Y2 PAM-ag,13,-2,13,0,-14,7,-11,-30
Wee1 degr inh,1,0,2,2,-1,2,-1,5
BaF3 tox,-3,12,8,8,3,4,4,78*
eIF4E-4G inh,-2,0[fluorescence artefact?],0,5,-6[fluorescence artefact?],8,2,1
PERK inh,0.2,-1.1,0.6,0.5,-0.5,0.0,0.2,0.0
S1P4 agonist,-2.6,0.7,0.8,-0.9,0.3,0.2,1.0,2.1
S1P4 antagonist,-9,0,-9,-19,-5,-4,-15,5
MDM2 E3 inh,-33,.,-6,-6,-8,-10,8,-4
Ba/F3 V617F tox,-3,10,-1,-1,2,-1,3,87*
